# Compound activity from PubChem.
# Pin1 inhibitor = qHTS Assay to Find Inhibitors of Pin1 | AID 504891, 2011 | Pin1 FP peptide displacement, HiFluor488, 10 min | Potency, µM (top dose mostly 115 µM), without a hit: at the highest dose activity, negative = inhibition, most hits filed as inhibitors | Peptidyl-prolyl cis-trans isomerase NIMA-interacting 1 (Homo sapiens), Q13526 | 390,000 compounds, 0.009% hits; active = well fitted inhibition curve with a large enough effect in the polarisation, with a control signal flat, not every such curve was filed as active; inconclusive = small, poorly fitted or top-dose-only effect, or effect the other way, or a change in a side signal; inactive = no such curve, though single readings can be large or run the other way; the % refers to the polarisation; note: potency is the fitted concentration of half-maximal effect; % is set by controls: 0 for no effect and ±100 for the full control effect
# Target sequence (Q13526 whole entry, looked up): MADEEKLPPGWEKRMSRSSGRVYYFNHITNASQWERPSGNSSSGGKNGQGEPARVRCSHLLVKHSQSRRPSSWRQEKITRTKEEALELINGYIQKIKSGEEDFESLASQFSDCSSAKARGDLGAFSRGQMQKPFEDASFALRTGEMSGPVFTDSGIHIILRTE
# HP1b binding inh = HTS for Inhibitors of HP1-beta Chromodomain Interactions with Methylated Histone Tails; AlphaScreen HP1-beta / biotin-H3K9me3 peptide binding; AID 540317, 2011; Chromobox protein homolog 1 (Homo sapiens), P83916; 390,000 compounds, 0.56% hits; Potency, µM (top dose mostly 114 µM), for the others: at the top dose activity change, negative = inhibition, hits mostly inhibitors; note: potency is the fitted concentration of half-maximal effect; nearly all actives have a fitted effect of over 70% in size; inactives centre near 23
#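 Compound inhibition of the preformed complex between 50 nM HP1-beta and 50 nM biotinylated H3K9me3 peptide was read by AlphaScreen. Buffer was PBS pH 7.4 with 0.01% Tween-20. Incubations ran 30 min at room temperature, with 10 ug/mL donor/acceptor beads.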
# Tb PGK inh = qHTS Assay to Find Inhibitors of Phosphoglycerate Kinase; Potency, µM (doses to about 57.5 µM), inactives show at the top dose activity change, negative = inhibition, hits mostly inhibitors; 380,000 compounds, 0.043% hits; Phosphoglycerate kinase, glycosomal (Trypanosoma brucei brucei), P07378; PGK/GAPDH coupled, Kinase-Glo luminescence, 60 min; note: potency is the fitted concentration of half-maximal effect; % is set by controls: 0 for no effect and ±100 for the full control effect; nearly all actives have a fitted effect of over 60% in size
# Target sequence (P07378 whole entry, looked up): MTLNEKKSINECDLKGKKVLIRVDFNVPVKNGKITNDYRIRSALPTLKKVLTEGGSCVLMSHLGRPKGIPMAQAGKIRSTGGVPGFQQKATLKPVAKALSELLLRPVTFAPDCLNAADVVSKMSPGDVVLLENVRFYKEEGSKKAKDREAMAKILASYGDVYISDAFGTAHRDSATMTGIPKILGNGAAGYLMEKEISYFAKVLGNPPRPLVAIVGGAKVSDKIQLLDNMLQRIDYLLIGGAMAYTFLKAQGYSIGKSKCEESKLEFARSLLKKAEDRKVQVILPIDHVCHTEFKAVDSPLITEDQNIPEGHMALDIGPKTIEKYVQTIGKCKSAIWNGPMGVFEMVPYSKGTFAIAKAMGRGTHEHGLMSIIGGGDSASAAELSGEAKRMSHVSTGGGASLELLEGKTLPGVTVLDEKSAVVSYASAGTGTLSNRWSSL
#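 Recombinant glycosomal PGK reaction used 1,3-bisphosphoglycerate generated in-well by GAPDH (100nM final) in 100mM TEA pH 7.6, 5mM MgCl2, 0.01% Tween-20. After 60 minutes at room temperature, ATP was read by Kinase-Glo Plus luminescence end-point.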
# JMJD2A Tudor inh = qHTS Assay for Inhibitors of JMJD2A-Tudor Domain; Lysine-specific demethylase 4A (Homo sapiens), O75164; AlphaScreen JMJD2A-Tudor / H3K4me3 peptide binding; AID 504339, 2011; Potency, µM (highest dose often 114 µM), inactives show at the highest dose activity change, negative = inhibition, actives largely listed as inhibitors; 390,000 compounds, 4.4% hits; note: potency is the fitted concentration of half-maximal effect; % is set by controls: 0 for no effect and ±100 for the full control effect; nearly all actives have a fitted effect of over 50% in size
# G9a block = qHTS Assay for Inhibitors of Histone Lysine Methyltransferase G9a; 350,000 compounds, 8.8% hits; G9a H3K9 monomethylation, AlphaScreen, 2 h; AID 504332, 2011; Potency, µM (titrated, usually from 102 µM), without a hit: at the highest dose activity, negative = inhibition, most hits filed as inhibitors; Histone-lysine N-methyltransferase EHMT2 (Homo sapiens), Q96KQ7; note: potency is the fitted concentration of half-maximal effect; % is set by controls: 0 for no effect and ±100 for the full control effect; nearly all actives have a fitted effect of over 75% in size
#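 Compounds were preincubated with 20 nM G9a for 15 min, after which biotinylated H3K9 peptide (500 nM) and SAM (20 uM) started a 2 h room-temperature reaction. Monomethylated product was quantified by antibody-based AlphaScreen chemiluminescence.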
# ERG-DNA inh = qHTS for Small Molecule Inhibitors of the ERG Ets/DNA interaction; fluorescence polarization, His-ERG Ets domain / labelled DNA; Potency, µM (titrated, usually from 76.9 µM), for the others: at the top dose FP activity, negative = inhibition, most hits filed as inhibitors; 370,000 compounds, 0.028% hits; AID 624246, 2012; active = well fitted inhibition curve with a large enough effect in the polarisation, with a control signal flat; inconclusive = small, poorly fitted or top-dose-only effect, or effect the other way, or a change in a side signal; inactive = no such curve, though single readings can be large or run the other way; the % refers to the polarisation;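 note: polarization taken with two DNA probes labelled with fluorescein and Texas red; potency is the fitted concentration of half-maximal effect; % of control where 0% means no effect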
#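 His-tagged ERG Ets domain (1 uM in the protein solution; 300mM KCl, 50mM Tris-HCl, 1mM EDTA, 1mM DTT, pH 7.5) received compound, then a probe mix of 5 nM fluorescein-DNA and 100nM Texas-615-DNA. Fluorescence polarization was read for both dyes.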
# GLS inh = qHTS for Inhibitors of Glutaminase (GLS) | Glutaminase kidney isoform, mitochondrial (Homo sapiens), O94925 | GLS enzymatic activity, qHTS titration | Potency, µM (series often up to 45.5 µM), for the others: at the top dose activity change, negative = inhibition, actives largely listed as inhibitors | 410,000 compounds, 0.21% hits | AID 624170, 2012; note: potency is the fitted concentration of half-maximal effect; % is set by controls: 0 for no effect and ±100 for the full control effect
#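 Compounds were pin-transferred onto hKGA, after which L-glutamine (1 mM solution) and a detection mix of glutamate oxidase, HRP and Amplex Red were added. Initial and 30 min RT fluorescence reads were collected.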
# PI4K2A block = qHTS for small molecular inhibitors of PI4K2A; Phosphatidylinositol 4-kinase type 2-alpha (Homo sapiens), Q9BTU6; purified PI4K2A, ADP-Glo luminescence, 1 h; stronger effect = lower value; activity change, negative = inhibition, % at 76.9 µM; 420,000 compounds, 0.13% hits; in the data active = activity change below about -50%; inconclusive = mostly about -30% to -49%;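 note: -100% = wells without enzyme as full effect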
# Target sequence (Q9BTU6 whole entry, looked up): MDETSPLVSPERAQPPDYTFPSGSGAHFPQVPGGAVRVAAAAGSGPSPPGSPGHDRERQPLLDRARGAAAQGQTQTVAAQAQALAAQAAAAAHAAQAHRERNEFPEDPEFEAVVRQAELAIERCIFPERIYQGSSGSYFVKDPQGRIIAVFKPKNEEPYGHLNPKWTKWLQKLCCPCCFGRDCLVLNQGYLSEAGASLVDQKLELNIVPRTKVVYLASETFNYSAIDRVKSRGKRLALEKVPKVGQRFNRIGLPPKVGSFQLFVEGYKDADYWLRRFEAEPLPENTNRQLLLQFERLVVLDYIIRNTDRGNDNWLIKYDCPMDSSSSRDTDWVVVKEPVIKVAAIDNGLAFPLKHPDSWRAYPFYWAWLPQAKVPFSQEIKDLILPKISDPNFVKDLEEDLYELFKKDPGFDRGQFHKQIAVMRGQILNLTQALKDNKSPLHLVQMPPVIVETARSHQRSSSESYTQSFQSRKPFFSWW
#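 ADP-Glo luminescence measured ADP generated by PI4K2A enzyme (4 ug/mL before mixing) with 1.2 mM PI substrate (pre-mix) and 300 microM ATP (pre-mix). Tris pH7.5 buffer with MgCl2, Triton X-100; 1 h reaction at ambient temperature.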
# BAZ2B inh = qHTS Assay for Inhibitors of BAZ2B; Bromodomain adjacent to zinc finger domain protein 2B (Homo sapiens), Q9UIF8; AlphaScreen BAZ2B-H3K14Ac peptide displacement; Potency, µM (top dose mostly 114 µM), inactives show at the top dose activity change, negative = inhibition, hits mostly inhibitors; 360,000 compounds, 4.4% hits; AID 504333, 2011; note: potency is the fitted concentration of half-maximal effect; % is set by controls: 0 for no effect and ±100 for the full control effect; nearly all actives have a fitted effect of over 60% in size
#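 Multi-concentration screen (max 110 uM) measuring displacement of acetylated histone H3 peptide from BAZ2B by AlphaScreen, using 50 nM protein, 50 nM peptide and 10 ug/mL streptavidin donor plus Ni-chelate acceptor beads.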
# * marks the source's active call; other numbers are inactive results; i = inactive; u = inconclusive; x = no result given; & = joins results of further samples; [ ] = dose if it differs, or a comment. Unless noted, calls come from the whole dose curve; as a rule, active = well fitted curve in the direction sought with a large enough effect; inconclusive = small, poorly fitted or top-dose-only effect, or another doubt; inactive = no such curve, though single readings can be large; an effect the other way counts as inactive or inconclusive.
item	Molecule	Pin1 inhibitor	HP1b binding inh	Tb PGK inh	JMJD2A Tudor inh	G9a block	ERG-DNA inh	GLS inh	PI4K2A block	BAZ2B inh
1	Cc1ccc(-n2nnnc2SCC(=O)Nc2ccc(N3CCN(C)CC3)cc2)c(C)c1	2%	55%[activator]	i	7%	50µM*	-14%	36%[activator]	2	u
2	COc1ccccc1-c1cc(C(F)(F)F)nc(S(=O)(=O)CCCC(=O)Nc2ccccc2F)n1	-2%	29%	-2%	-15%	-31%[59 µM]	-3%	0%	10	6%
3	CCOc1ncccc1C(=O)N1CCN(S(=O)(=O)c2ccc3c(c2)OCCO3)CC1	1%	12%	i	-8%	-8%[2.33 µM]	-1%	2%	0	7%
4	CC(=O)Nc1ccccc1NC(=O)c1cc(C)cc(C)c1	-2%	-5%	i	11µM*	-4%	10%	u	8	-13%
5	O=C(c1cccc(-c2ccccc2F)c1)N1CC[C@@H](N2CCC(O)CC2)[C@H](O)C1	30%[activator]	18%	-4%	-12%	95%[activator]	-2%	20%	0	5%
6	Cc1ccc(OCCNS(=O)(=O)c2cccs2)cc1	36%[activator]	29%	-1%	5%	-11%	1%	6%	2	14%
7	COc1cc(NC(=O)COC(=O)Cc2ccc(-c3ccccc3)cc2)cc(OC)c1	17%	26%	-7%	-35%	u	6%	-1%	-7	-28%
8	CCc1cccc(NC(=O)c2cccc(S(=O)(=O)N3CCN(C)CC3)c2)c1	0%	u	-8%	-24%	-9%	2%	0%	2	-14%
9	Cn1c(=O)c2sccc2n2c(CCCC(=O)Nc3ccc(Oc4ccccc4)cc3)nnc12	u	4%	1%	-28%	-4%[59 µM]	18%	3%	-4	u
10	CC(C)Cn1c(/C=C/c2ccc(F)cc2)nc2ccccc21	-6%	146%[activator]	-6%	125%[activator]	83%[activator][59 µM]	3%	1%	-2	58%[activator]
11	Cc1cc(Cc2ccc([N+](=O)[O-])cc2)c(C)cn1	-9%	1%	-5%	-16%	14%[0.501 µM]	1%	0%	1	-8%
12	Cc1c(-c2cccc(NC(=O)c3ccco3)c2)nc2ncccn12	5%	12%	-5%	-5%	-4%	-4%	0%	8	-1%
13	COC(=O)c1ccc(C(=O)OC)c(NC(=S)N2CCN(c3cc(Cl)ccc3C)CC2)c1	-1%	2%	-3%	-21%	-9%[59 µM]	1%	-2%	-1	-37%
14	Cc1oc(-c2ccccc2Cl)nc1CS(=O)CC(=O)NCc1ccc2c(c1)OCO2 (stereo unspecified)	4%	3%[57 µM]	8%	-26%	-2%	1%	-2%	5	-18%
15	COc1ccc(N2CC(NC(=O)CCCc3ccccc3)CC2=O)cc1 (stereo unspecified)	0%	37%	i	4%	6%[59 µM]	0%	-22%	-4	0%
16	OCc1nc2ccccc2n1CCOc1ccccc1	-2%	39%[activator]	6%	-3%	x	5%	-2%	1	x
17	O=C(CC12CC3CC(CC(Br)(C3)C1)C2)NC1=NCCS1	2%	42%	2%	-3%	9%	8%	2%	2	u
18	COc1ccc(-n2c(Cc3cccn3C)nnc2SCC(=O)Nc2nccs2)cc1	5%	6%	-2%	-35%	u	u	-7%	6	u
19	CN1CCN(C(=O)CCN2C(=O)c3ccccc3C2=O)CC1	5%	49%[activator]	-10%	4%	x	-4%	-2%	-1	u
20	Cc1c(Br)c([N+](=O)[O-])nn1C(C)C(=O)N1CCCc2ccccc21 (stereo unspecified)	-3%	15%	x	-21%	5%	x	3%	0	-4%
21	Cc1cc(-c2ccccc2)nc(N/N=C/c2ccc(N(C)C)cc2)n1	17%	u	i	35µM*	x	1%	15%	-3	x
22	Cc1ccc(C(=O)NC2CCCCNC2=O)cc1C (stereo unspecified)	-3%	33%	-7%	4%	-2%[59 µM]	4%	-17%	2	1%
23	O=C(CSCc1ccc(Cl)cc1Cl)Nc1nccs1	-3%	65%[activator]	x	-6%	11%	-3%	1%	-5	-1%
24	COc1ccc(CNC(=O)Cn2ncc3c(=O)oc4ccccc4c32)c(OC)c1	-3%	40%[activator]	i	-16%	5%[59 µM]	2%	-3%	2	x
25	CSc1ccc(CSCC(=O)N2CCN(S(=O)(=O)c3ccc(C)cc3C)CC2)cc1	5%	39%[activator]	1%	6%	-1%[12.7 µM]	-6%	-4%	-12	8%
26	CCN(CC)c1ccc(N=Cc2c(C)[nH]c3ccccc23)cc1	23%	32µM*	-6%	35µM*	14µM*	18%	31%[activator]	-9	13µM*
27	O=C(CS(=O)(=O)c1ccccc1)NCc1ccc(Cl)cc1	2%	56%[activator]	-1%	10%	9%	4%	-2%	4	-6%
28	COc1cc(C2Nc3ccc4ncccc4c3C3=C2C(=O)CC(C)(C)C3)cc(OC)c1O (stereo unspecified)	-14%	5%	-10%	-34%	u	4%	7%	3	-5%
29	CCCC[n+]1c(C)sc2ccc(C)cc21	-2%	66%[activator]	-1%	-17%	-48%	-6%	-6%	-8	-15%
30	CCOC(=O)/C(C#N)=C/c1cc2cc(C)c(C)cc2nc1Cl	10%	-9%	2%	-27%	u	-3%	3%	19	u

# The results go on.
item	Molecule	Pin1 inhibitor	HP1b binding inh	Tb PGK inh	JMJD2A Tudor inh	G9a block	ERG-DNA inh	GLS inh	PI4K2A block	BAZ2B inh
31	O=C(CN1CCN(c2ccccn2)CC1)NCc1cccs1	-5%	16%	-5%	0%	u	-14%	7%	2	0%
32	CCn1c(SCC(=O)N2CCCCCC2)nc2c([nH]c3ccccc32)c1=O	-5%	30%	-5%	-8%	10%	-8%	0%	0	-5%
33	c1ccc(-c2nc3cc4ccccc4cc3[nH]2)nc1	-1%	51%[activator]	-14%	-21%	30%	-7%	-4%	-27	5%
34	CCc1ccc(NCCC(=O)c2ccc(Cl)cc2)cc1	5%	6%	-6%	-12%	-8%[0.0925 µM]	x	5%	3	u
35	CC(C)N1C(=O)C2C(c3ccccc3O)NC(C)(C(=O)O)C2C1=O (stereo unspecified)	-2%	55%[activator]	-3%	-8%	2%	-5%	17%	-1	u
36	Cc1c(C(=O)N2CCOCC2)c(S(=O)(=O)Nc2ccc(Br)cc2F)c(C)n1C	-5%	-5%	-8%	18µM*	3%	5%	11%	5	-16%[57.1 µM]
37	O=C(OCCN(C1=NS(=O)(=O)c2ccccc21)c1ccccc1Cl)c1ccc(Cl)cc1	-4%	22%	-9%	-4%	-12%[59 µM]	3%	-2%	4	u
38	O=C(Nc1cnn(Cc2ccc(F)cc2)c1)C(c1ccccc1)c1ccccc1	1%	-7%	-11%	-29%	15%[59 µM]	11%	6%	3	5%
39	Cc1cc(C)cc(C(=O)Nc2c3c(nn2C(C)(C)C)CS(=O)(=O)C3)c1	-12%	23%	-11%	-8%	-1%	8%	0%	-7	-8%
40	O=C1CSC(c2ccccn2)N1c1ccc2ccccc2c1 (stereo unspecified)	-6%	35%[activator]	-9%	11%	19%[0.501 µM]	-11%	x	3	-5%
41	CC(C)(C)c1ccc(N=C2SCC(=O)N2Cc2cccs2)cc1	u	91%[activator]	-4%	35%	115%[activator]	4%	0%	-2	12%
42	CN(CC(=O)Nc1ccccc1C(F)(F)F)CC(=O)N1CCCCCC1	-12%	33%	-6%	-9%	u	-15%	1%	3	6%
43	COc1cccc2c(Cl)c(CCCl)c(C)nc12	7%	55%[activator]	0%	3%	13%[12.7 µM]	2%	-9%	1	-19%
44	COc1ccc2c(=O)c(-c3ccccc3)c(C)oc2c1	5%	13%	-3%	-4%[57.1 µM]	x	-2%	5%	4	7%
45	CC(=O)c1ccc2c(c1)C1C=CCC1C(c1ccncc1)N2 (stereo unspecified)	u	-9%	-1%	u	u	21%	5%	-9	50µM*
46	Cc1ccc(S(=O)(=O)N(C)C)cc1NC(=O)COC(=O)CN1C(=O)c2ccccc2C1=O	1%	9%	-5%	-17%	1%[12.7 µM]	-3%	0%	3	-3%
47	c1coc(CNCc2cccs2)c1	-4%	18%	i	-21%[57.1 µM]	-19%[59 µM]	-17%	3%	-1	10%
48	CC(=O)C1=C(O)C(=O)N(CCc2c[nH]c3ccccc23)C1c1ccccc1 (stereo unspecified)	41%[activator]	34%	x	-36%	u	11%	39%[activator]	5	u
49	COc1ccc(CNc2ncc(-c3ccc(F)cc3)n2C)c2ccccc12	-7%	u	-8%	20µM*	10µM*	-2%	-5%	6	50µM*
50	COc1ccc(OC)c(NC(=O)Cn2c(=O)n(CC3CCCO3)c(=O)c3cc(OC)c(OC)cc32)c1 (stereo unspecified)	1%&9%	15%&34%	-8%&7%	-19%&-12%	-2%	-4%&-8%	-14%&-1%	3&3	-27%&-3%
51	CC(C)(C)N(Cc1ccccc1)C(=O)COC(=O)c1ccc([N+](=O)[O-])o1	1%	22%	-6%	-25%	3%[12.7 µM]	-17%	-11%	2	-28%
